Compound activity: PubChem BioAssay, several laboratories
Dyrk1A ADPGlo: inhibitors of rat Dyrk1A kinase | Q63470 | ADP-Glo luminescence, NFATc1 peptide | inhibition, % at 12.5 µM | hit rate 0.43% among 310,000 | AID 504441; in the data active means inhibition above about 50%;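 further: plate controls were vehicle with enzyme for no effect and no enzyme for full effect; many of its hits are not listed in these tables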
KCNQ1 act: potentiators or activators of human KCNQ1 potassium channel. P51787. CHO-K1 KCNQ1, thallium flux FluxOR fluorescence; active compounds read high. B-score at 10 µM. hit rate 0.35% among 310,000;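 active means fluorescence ratio B-score, a plate-corrected score, at least three library SD, with initial intensity B-score within 5 SD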
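Medium – assay buffer, equal DMSO in all wells · Material – CHO-K1 cell line with stable KCNQ1 potassium channel expression · Signal – kinetic FluxOR thallium fluorescence, 10-s 1-Hz baseline, 110-s post-stimulus read · Compound – single concentration per compound, DMSO matched to controls · Schedule – 37 °C overnight plating, 90-min dark dye load, 20-min compound pretreatment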
KCNQ1 inh: human KCNQ1 channel inhibition | CHO-K1 KCNQ1, FluxOR thallium flux fluorescence; active compounds read high | AID 2642 | hit rate 1.3% among 310,000 | P51787 | B-score at 10 µM;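 active means compounds whose thallium flux B-score, printed positive for inhibition, exceeds three library SD while starting fluorescence stays within three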;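 further: channel opened by potassium depolarization with thallium stimulus after 20 min compound exposure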
HDAC3 inh: blocks human histone deacetylase 3; O15379; recombinant HDAC3, fluorogenic peptide/trypsin coupled, fluorescence; inhibition, % at 8.3 µM; hit rate 0.15% among 320,000; in the data active means inhibition above about 26%, passing the limit was not always enough
GSK3B inh: human GSK3beta kinase inhibition; P49841; GST-GSK3beta kinase, ADP-Glo luminescence, 60 min; active compounds read low; activity score (negative = inhibition), % at 10 µM; hit rate 0.038% among 300,000; AID 2097;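 active means more than half of replicate wells score below -50%, meaning over 50% inhibition versus plate controls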;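 further: 0% = median DMSO wells and -100% = median GW8510 positive control wells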
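Assay system: GST-tagged human GSK3beta kinase, cell-free; Input: 1.6 ng GSK3beta; Medium: Tris/MgCl2 kinase buffer; Timing: 60 min enzyme reaction, room temperature; Signal: ADP-Glo luminescence quantifying ADP generated by kinase; Evaluation: score relative to plate controls; Benchmarks: DMSO neutral wells and GW8510 at 20 µM as positive.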
GSK3 alpha inh: inhibitors of human GSK-3 alpha kinase | P49840 | ADP-Glo luminescence, 60 min | inhibition, % at 10 µM | hit rate 0.1% among 320,000 | AID 2650;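 in the data active means inhibition above about 50%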;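 further: GST-tagged GSK-3 alpha with peptide substrate and 25 µM ATP; 0% = DMSO neutral wells and 100% = GW8510 positive control wells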
Target sequence (P49840 whole entry, looked up): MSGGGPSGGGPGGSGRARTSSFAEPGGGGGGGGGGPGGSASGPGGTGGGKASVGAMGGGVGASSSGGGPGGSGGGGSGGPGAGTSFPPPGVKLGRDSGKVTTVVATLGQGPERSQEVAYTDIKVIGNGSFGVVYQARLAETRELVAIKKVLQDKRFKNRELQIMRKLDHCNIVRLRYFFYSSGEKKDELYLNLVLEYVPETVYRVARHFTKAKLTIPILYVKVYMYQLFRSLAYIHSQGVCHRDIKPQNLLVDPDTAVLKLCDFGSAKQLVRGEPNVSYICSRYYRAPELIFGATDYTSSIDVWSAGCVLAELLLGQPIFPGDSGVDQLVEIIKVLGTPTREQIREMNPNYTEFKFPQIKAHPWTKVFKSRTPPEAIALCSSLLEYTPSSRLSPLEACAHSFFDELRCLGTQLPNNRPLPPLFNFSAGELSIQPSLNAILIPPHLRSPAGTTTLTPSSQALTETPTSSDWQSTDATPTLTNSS
hERG protect: shields human hERG channel from block by proarrhythmic agents; Q12809; CHO-hERG, FluxOR thallium flux, dofetilide IC70 present; activation (rescue from dofetilide block), less the hit threshold, % at 10 µM; hit rate 0.51% among 310,000; AID 1511;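 active means activation above the mean of controls blocked by dofetilide plus 5 SD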;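 further: thallium influx through hERG after potassium depolarization seen as dye fluorescence rise; in these data hits start at about 4.7%; inactives centre near -7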
KCNK3 block: human KCNK3 channel inhibition, primary screen. AID 602410. B-score at 10 µM. CHO-KCNK3 thallium flux, FluxOR fluorescence; active compounds read low. hit rate 0.84% among 340,000;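 active means B-score under library mean minus 4 SD, starting fluorescence ratio at most library mean plus 5 SD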;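 further: more negative B-score means stronger inhibition of thallium flux through KCNK3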
RGS4 act: potentiators or activators of RGS4; HEK293 M3R/inducible RGS4, carbachol calcium flux Fluo4; active compounds read low; B-score at 10 µM; hit rate 0.92% among 310,000;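 active means B-score of the integrated calcium signal more than 4 SD below the library mean, with starting fluorescence not abnormally high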;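 further: negative B-score means reduced calcium response which marks RGS4 activation or potentiation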
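test system = M3R-expressing HEK293 line, RGS4 induced by doxycycline | probe or stimulus = carbachol at ECmax as muscarinic agonist stimulus | timing = dye loading 30 min 37 °C, buffer rest 30 min RT | signal = calcium dye Fluo4 fluorescence | evaluation = B score from integrated fluorescence ratio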
PolyA inhibitor: blocks polyadenylation in yeast reporter cells; S. cerevisiae SKY197-pL101 polyadenylation reporter, beta-gal luminescence; efflux-impaired pdr1/pdr3 knockout yeast; score 100 = 6 SD above DMSO; calls only at 12 µM; hit rate 0.02% among 300,000; AID 1875;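 active means lowest replicate activity score at least 50, where 100 means six control SD above control mean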;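 further: yeast exposed to compound for 9 h at 30 °C; higher score means more reporter readthrough which indicates perturbed polyadenylation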
KCNK9 block: inhibitors of human KCNK9 two-pore domain potassium channel. Q9NPC2. HEK293 KCNK9, FluxOR thallium flux fluorescence; active compounds read low. B-score at 10 µM. hit rate 1.2% among 310,000. AID 488922;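 active means ratio B-score over 3 SD below the library mean, with starting fluorescence within 5 SD of its mean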;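 further: negative B-score means less thallium flux so channel inhibition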
Target sequence (Q9NPC2 whole entry, looked up, the tested form may be a part): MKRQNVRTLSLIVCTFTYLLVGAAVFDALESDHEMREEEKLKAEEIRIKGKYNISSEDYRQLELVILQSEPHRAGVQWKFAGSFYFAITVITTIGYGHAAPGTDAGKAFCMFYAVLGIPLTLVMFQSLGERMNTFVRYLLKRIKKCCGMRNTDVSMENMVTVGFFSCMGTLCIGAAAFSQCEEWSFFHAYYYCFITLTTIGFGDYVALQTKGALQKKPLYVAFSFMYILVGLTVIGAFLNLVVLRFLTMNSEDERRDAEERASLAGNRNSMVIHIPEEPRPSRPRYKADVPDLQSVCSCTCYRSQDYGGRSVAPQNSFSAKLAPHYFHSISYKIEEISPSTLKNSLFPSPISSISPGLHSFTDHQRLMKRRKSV
* hit, by the source's call; i = inactive; nt = not tested or not shown; & = joins results of further samples.

SMILES	PolyA inhibitor	GSK3B inh	KCNQ1 act	HDAC3 inh	KCNK9 block	KCNQ1 inh	KCNK3 block	RGS4 act	Dyrk1A ADPGlo	GSK3 alpha inh	hERG protect
CNC(=O)c1ccc(Nc2nc(-c3ccccc3)nc3ccccc23)cc1	i	1.9	i	14.2	i	i	i	i	22.2	-0.3	-11.6
COC(=O)c1ccccc1S(=O)(=O)N(CCCO)Cc1cc2c(C)ccc(C)c2[nH]c1=O	i	-0.2	i	nt	i	i	i	i	-7.2	nt	-8.1
CCc1cccc(NC2c3ccccc3C(=O)N2c2ccc(C)cn2)c1 (centres undefined)	i	0.4	i	2.2	i	i	i	i	1.0	0.1	-8.3
CCOC(=O)c1csc(COc2ccccc2Cl)n1	i	0.5	i	-1.4	i	i	i	i	-0.1	1.5	-2.2
O=C(CC12CC3CC(CC(C3)C1)C2)NCO	i	-0.7	i	-2.1	i	i	i	i	0.9	-1.7	-2.9
O=C(COc1ccc(Cl)cc1)NCCCNC(=O)c1ccccn1	i	-1.1	i	-0.9	i	i	i	i	-4.4	-0.8	-4.8
CCOC(=O)c1c(C2CC2)csc1NC(=O)COC(=O)c1cnc(Cl)c(Cl)c1	i	0.6	i	-4.8	i	i	i	i	-2.4	-1.2	-13.6
COc1ccc(-c2ccc(SCC(=O)NCc3ccco3)nn2)cc1	i	1.4	i	-0.9	i	i	i	i	-0.2	1.1	-5.3
Cc1nnc(NC(=O)c2ccc3c(c2)C(=O)N(CC2CCCO2)C3=O)s1 (centres undefined)	i	4.7	i	7.2	i	i	i	i	2.4	-0.2	-3.7
COC(=O)c1ccc2c(=O)[nH]c(COC(=O)c3cccc(S(=O)(=O)N4CCOCC4)c3)nc2c1	i	1.8	i	2.0	i	i	i	i	-2.1	36.7	-10.5
O=C(NC(=S)Nc1ccc(N2CCCCC2)cc1)c1cccs1	i	-2.1	9*	-1.0	i	i	i	i	-6.1	-1.6	-4.3
CCn1nc(C(=O)OCC(=O)NC(C)C)c2ccccc2c1=O	i	-5.2	i	-2.3	i	i	i	i	-2.1	-0.5	-6.5
O=C(c1ccc(F)cc1)C1CCN(C(=O)N2CCOCC2)CC1	i	-3.5	i	-2.1	i	i	i	i	1.0	-2.9	-11.6
CC(=O)c1ccc(OCC(=O)Nc2ccccc2C(=O)NC2CC2)cc1	i	-2.2	i	-10.8	i	i	i	i	-1.0	-0.5	-9.8
O=C(CN1C(=O)c2ccccc2C1=O)Nc1nnc(C2CCCO2)s1 (centres undefined)	i	1.4	i	-0.8	i	i	i	i	2.1	1.2	-11.2
O=C(Nc1cccc(C(F)(F)F)c1)C(=O)N1CCCCC1	i	-0.8	i	-1.3	i	i	i	i	-2.6	-0.9	-3.0
CN1CCN(c2nnc(-c3ccc(Cl)cc3)c3ccccc23)CC1	nt	3.1	i	2.0	i	i	i	i	0.5	0.7	-7.5
CCOc1ccc(NC(=O)N(CC(C)C)CC(C)C)cc1	i	3.9	i	-3.7	i	i	i	i	-2.3	-1.2	-11.9
CN(C)S(=O)(=O)c1cccc(NC(=O)COC(=O)COc2ccccc2[N+](=O)[O-])c1	i	2.8	i	3.7	i	i	i	i	4.6	-2.3	-11.9
O=C(N/N=C/c1cccn1-c1ccc(O)cc1)c1cccc2ccccc12	i	0.2	i	0.0	i	i	i	i	-1.2	-0.3	-8.7
O=C(CN1CCCCCC1)Nc1cc(C(F)(F)F)ccc1Cl	i	1.5	i	4.0	i	i	i	i	nt	-2.0	-11.1
CCCn1nc([N+](=O)[O-])c(C(C#N)c2nc3ccccc3s2)c(Cl)c1=O (centres undefined)	i	-4.5	i	5.4	i	14*	-8.76*	i	7.4	-0.9	-22.7
COc1cc(S(=O)(=O)n2cnc(C)c2)ccc1Br	i	1.9	i	0.2	i	i	i	i	0.2	-2.2	-8.1
CCOc1ccc(-c2nnc(SCc3nnc(-c4ccccc4)o3)n2-c2ccccc2F)cc1	i	1.0	i	-7.0	i	i	i	i	5.4	-2.0	-8.4
NC(=O)CC(NC(=O)Cc1cccc2ccccc12)c1ccc(NCC2CC2)c([N+](=O)[O-])c1 (centres undefined)	i	-1.1	i	2.2	i	i	i	i	2.1	-2.7	-6.4
CCC(=O)c1c[nH]c(C(=O)N2CCOCC2)c1	i	-1.1	i	-1.4	i	i	i	i	-1.1	3.6	2.2
O=c1c(Cc2ccccc2)c(O)nc2n1CCCS2	nt	1.4	i	1.7	i	i	i	i	5.0	-2.3	0.2
O=C(c1ccc(Cl)cc1)c1cn[nH]c1-c1ccccc1O	i	2.7	i	6.8	i	i	i	i	-2.5	-0.6	-7.9
Fc1ccc(Nc2c3c(nc4ccccc24)CCC3)cc1	i	-0.2	i	7.8	i	i	i	i	nt	-3.3	-16.8
O=C(C1=C[C@@H](c2coc3ccccc3c2=O)C[C@@H](OCc2ccc(CO)cc2)O1)N1CCCCCCC1	i	1.3	i	1.7	i	i	i	i	8.9	-4.0	-10.5
Cc1cc(-c2ccc(C)c(S(=O)(=O)NCCCN(Cc3ccccc3)C(C)C)c2)on1	i	-2.1	i	-3.6	i	i	i	i	0.1	nt	-9.7
CCN1C(=O)[C@H]2[C@@H](c3ccc(-c4ccccc4)cc3)N3CCCC[C@@]3(C(=O)OC)[C@H]2C1=O	i	-1.8	i	-1.6	i	i	i	i	2.3	-0.3	-5.1
O=C(/C=C/c1ccc2c(c1)OCO2)Nc1ccc(Cl)cn1	i	2.2	i	-8.0	i	i	i	i	3.2	-0.3	-13.4
CCC(C)C(=O)N1CCc2cc(-c3csc(N)n3)ccc21 (centres undefined)	i	4.3	i	8.0	i	i	i	i	-0.2	-17.7	-7.3
COc1ccc(NC(=O)c2cc([N+](=O)[O-])ccc2NC(=O)CNCc2ccccn2)c(OC)c1	i	-2.0	i	1.1	i	i	i	i	0.4	-0.5	-8.9
COc1ccc(C)cc1NC(=O)CCN1CCN(c2ccccc2)CC1	i	2.7	i	-3.8	i	i	i	i	3.8	-0.5	-4.4
COc1ccc(NC(C)=O)cc1NC(=O)CN1CCN(S(=O)(=O)c2ccc(C(C)C)cc2)CC1	i	1.0	i	-4.4	i	i	i	i	-3.2	-1.2	-2.5
C=CCn1c(=O)/c(=C2/Sc3cc(OC)ccc3N2C)s/c1=C1\C(=O)N(CC)C(=S)N1C	i	1.0	i	-0.7	i	i	nt	i	nt	5.1	-4.3
Cn1cc(CCNC(=O)C2CCC(=O)N(CCc3ccc(Cl)cc3)C2)cn1 (centres undefined)	i	2.4	i	2.9	i	i	i	i	10.8	1.4	-8.8
Cc1ccc(NC(=O)c2cc(-c3ccco3)on2)cc1C	i	1.9	i	-1.4	i	i	i	i	-8.6	4.8	-0.5
CC1Cc2cc(/C(O)=C3/C(=O)C(=O)N(CCN4CCOCC4)C3c3cccc(O)c3)ccc2O1 (centres undefined)	i	1.1	i	5.9	i	i	i	i	-3.6	-2.1	-5.1
CC1=Nc2ccccc2/C1=C/c1sc(=O)n(CC(=O)N2CCCC2)c1O	i	3.6	i	1.2	i	i	i	i	3.1	-1.5	-6.1
O=C(Nc1cccc(Cl)c1Cl)c1ccncc1	i	-11.3	i	0.4	i	i	i	i	-4.7	5.3	-1.0
O=S(=O)(c1ccc2[nH]ccc2c1)N1CCCCCC1	i	2.6	i	-0.3	i	i	i	i	1.2	2.3	-8.8
COc1ccc(/C(O)=C2\C(=O)C(=O)N(Cc3ccco3)C2c2cc(OC)ccc2OC)cc1 (centres undefined)	i	-2.4	i	5.2	i	i	i	i	-1.2	1.6	-12.4
COc1ccc(N2C(=O)c3ccccc3C2=O)cc1	i	3.9	i	1.1	i	i	i	i	nt	2.2	-5.9
COC(=O)C1=NN(c2ccccc2)C2(S1)S/C(=C\c1ccccc1)C(=O)N2c1ccccc1 (centres undefined)	i	-0.4	i	14.1	i	i	i	i	-3.0	2.6	-7.1
Cc1ccc2c(c1)N=C(c1ccc(F)cc1)CO2	nt	-5.7	i	2.0	i	i	i	i	0.0	-2.7	0.0
O=C(NCCc1ccccc1F)C(=O)Nc1nccs1	i	-2.1	i	9.9	i	i	i	i	8.8	1.1	-2.8
CCCCCCCCC/C(=N\O)c1ccccn1	i	1.4	i	12.1	-14.9*	7*	i	-10.5*	0.5	-0.7	-7.0
Cc1ccc(/C=C/C(=O)NCc2ccco2)o1	i	3.5	i	12.5	i	i	nt	i	nt	-2.4	-5.1
Cc1ccc(NC(=O)Nc2cccc(C)n2)cc1	i	-3.4	i	4.1	i	i	i	i	-0.9	4.4	-3.1
Cc1ccc(CNC(=O)NCc2ccccc2)cc1	i	0.7	i	5.4	i	i	i	i	-6.1	nt	-4.5
COc1ccccc1Oc1ccc2c(c1)C(=O)N(CC(=O)O)C2=O	i	-2.1	i	1.5	i	i	i	i	-0.5	1.8	-3.3
O=C1CC(c2cccc([N+](=O)[O-])c2)c2ccc3ccccc3c2N1 (centres undefined)	i	-2.2	i	-0.3	i	i	i	i	5.5	-4.9	-1.1
COc1ccc(S(=O)(=O)N2CCC(N3CCN(c4ccccc4)CC3)CC2)cc1	i	1.4	i	1.0	i	i	nt	i	nt	-1.0	-0.7
Cc1ccc(C(=O)COC(=O)CCN2C(=O)C3C4CC(C(Br)C4Br)C3C2=O)cc1 (centres undefined)	i	-1.7	i	0.7	i	i	i	i	nt	-2.8	-6.5
O=C(CSc1nccc(-c2cccs2)n1)Nc1ccc(F)c(Cl)c1	i	-2.8	i	nt	-8.24*	i	i	i	-6.9	7.8	-2.0
O=C(CSc1n[nH]c(=O)[nH]c1=O)Nc1ccc(C(=O)O)cc1	i	2.2	i	2.3	i	i	i	i	4.1	-2.4	-14.2
CC(Sc1ccc2ccccc2n1)C(=O)O (centres undefined)	i	1.7&4.1	i	nt	i	i	i	i	4.6	nt	-5.2&-6.2

Some of the compounds tested (hit frequency here may not be typical).
